ERK EGF block: blocks ERK signaling stimulated by EGF. HEK293-V1b, EGF-stimulated phospho-ERK AlphaScreen. Potency, µM (top dose mostly 11.5 µM), inactives show at the top dose activity change, negative = inhibition, hits mostly inhibitors. 0.41% of 130,000 active; active = well fitted inhibition curve with a large enough effect; inconclusive = small, poorly fitted or top-dose-only effect, or effect the other way;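 note: plate controls were stimulated vehicle wells for no effect and unstimulated vehicle basal for full effect; nearly all actives have a fitted effect of over 55% in size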
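Concentration-response of compounds against EGF-driven ERK phosphorylation in V1b-expressing HEK293 cells; 30 min preincubation, 5 min EGF, AlphaScreen detection; Normalized to DMSO basal and 25 nM EGF.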
Active calls of the source: *; ? = inconclusive; [ ] = dose if it differs, or a comment. Potency is the fitted concentration of half-maximal effect.

CS(=O)(=O)N1CCN(c2cnn(-c3ccccc3)c(=O)c2Cl)CC1
  ERK EGF block = 3%
CCCCN1CCc2[nH]c(=S)[nH]c(=O)c2C1
  ERK EGF block = 10%
Cc1ccc(-c2nnn(CC(=O)N(CCO)C(C(=O)NC3CCCCC3)c3ccncc3)n2)o1 (stereo not drawn)
  ERK EGF block = 0%
Cc1cc(C)n2nc(C(=O)OCC(=O)N(CC(C)C)CC(C)C)nc2n1
  ERK EGF block = -6%
C#CC[N+](C)(C)CC#Cc1ccccc1
  ERK EGF block = -4%
O=C(O)CSc1nc(-c2ccccc2)c(-c2ccccc2)[nH]1
  ERK EGF block = -5%[57.5 µM]
CC(=O)c1ccc2c(c1)OCCOCCOc1ccccc1OCCOCCO2
  ERK EGF block = 7%[57.5 µM]
COc1ccc(Cn2nnnc2CN2CCC(O)(c3ccc(F)cc3)CC2)cc1
  ERK EGF block = -2%
Cc1ccc(NC(=O)c2ccc(NCCN)c([N+](=O)[O-])c2)cc1
  ERK EGF block = 6%
CC1(C)CC(=O)C2=C(C1)c1c(ccc3ccccc13)NC2c1ccco1 (stereo not drawn)
  ERK EGF block = ?
OCC1(Cc2ccccc2)CCN(Cc2ccccn2)CC1
  ERK EGF block = -6%
COc1ccc(OC)c(NC(=O)CCCN2C(=S)NC(C)(C)CC2C)c1 (stereo not drawn)
  ERK EGF block = 4%
CCn1cc(C(c2ccccc2)C(C(C)=O)[N+](=O)[O-])c2ccccc21 (stereo not drawn)
  ERK EGF block = -9%[57.5 µM]
O=c1c2c(-c3ccccc3)csc2ncn1/N=C/c1ccc(O)c([N+](=O)[O-])c1
  ERK EGF block = -4%
C(=C\c1ccccc1)/C=N/Nc1ccc2nncn2n1
  ERK EGF block = 1%[57.5 µM]
COc1cccc(-n2c(SCC(=O)Nc3nccs3)nnc2-c2ccoc2C)c1
  ERK EGF block = 1%
COc1cccc(/C=N/NC(=O)CCc2c(C)n[nH]c2C)c1O
  ERK EGF block = 14%[57.5 µM]
C#CCOCCOCCOCCNc1nc(N2CCN(C(=O)[C@H](CCCCN)n3cc([C@@H](N)CO)nn3)CC2)nc(N2CCN(C(=O)[C@H](Cc3cc4ccccc4[nH]3)n3cc([C@@H](N)CO)nn3)CC2)n1
  ERK EGF block = -4%[57.5 µM]
Cc1nc2cc3c(cc2s1)OCO3
  ERK EGF block = 2%[57.5 µM]
CSc1cccc(NC(=S)N(CCCN2CCCC2)Cc2cccn2Cc2ccc(Cl)cc2)c1
  ERK EGF block = -3%
Oc1ccc(CNc2ccccc2)c2cccnc12
  ERK EGF block = 3%[57.5 µM]
COCCn1c(CN2CCN(c3ccc(F)cc3)CC2)nc2c1c(=O)n(C)c(=O)n2C
  ERK EGF block = -4%[57.5 µM]
COc1ccc(N(C(=O)/C=C/c2ccccc2)C2=CC3CCC(C2)N3C)cc1 (stereo not drawn)
  ERK EGF block = -1%[57.5 µM]
COc1ccc(N=Cc2nc(-c3ccccc3)oc2OC(C)=O)cc1
  ERK EGF block = -12%[57.5 µM]
COc1cc(OC)c2c(c1Cl)OC1(C2=O)C(O)=CC(=O)CC1C (stereo not drawn)
  ERK EGF block = -5%

COc1ccc(NC(=O)c2cccc(S(=O)(=O)N3CCc4ccccc43)c2)cn1
  ERK EGF block = -1%
CCCC(=O)N1CCC(O)(c2cccc(F)c2)CC1
  ERK EGF block = -6%
CN(C(=O)Nc1ccccc1)C1CCS(=O)(=O)C1 (stereo not drawn)
  ERK EGF block = -3%
O/N=C/c1ccnc(SCc2ccccc2)n1
  ERK EGF block = -8%[57.5 µM]
COc1ccc(/C=c2\s/c(=C\C(=O)C(C)(C)C)[nH]c2=O)cc1O
  ERK EGF block = 2%[57.5 µM]
O=[N+]([O-])c1cc(Cl)cc(/C=N/NC(=S)Nc2cc(S(=O)(=O)N3CCOCC3)ccc2Cl)c1O
  ERK EGF block = ?
CCc1c2c(nc3c(C(C)C)cccc13)-c1cccc(=O)n1C2
  ERK EGF block = -5%
CCSc1ccc(C(=O)NCC(=O)O)cc1
  ERK EGF block = 4%[57.5 µM]
O=C(Nc1ccc(F)cc1)C1CC(=O)n2cnnc2N1 (stereo not drawn)
  ERK EGF block = -2%
CN1CCc2nc3ccccc3c(C(=O)OCC(=O)N(CCC#N)c3ccccc3)c2C1
  ERK EGF block = 4%
CC(NCCN(C)C)C(=O)C12CC3CC(CC(C3)C1)C2 (stereo not drawn)
  ERK EGF block = 6%[57.5 µM]
CN1CCN(NC(=S)NC(C)(C)CC(C)(C)C)CC1
  ERK EGF block = 10%
CCC(=O)N1CCN(c2ccccc2NC(=O)c2ccc(-c3cccc([N+](=O)[O-])c3)o2)CC1
  ERK EGF block = -2%
COCCN(Cc1cn(C)nc1-c1ccccc1F)C(C)C
  ERK EGF block = -9%
N#C/C(=C\c1cc([N+](=O)[O-])ccc1Cl)C(N)=O
  ERK EGF block = -11%
O=C(O)COc1ccccc1/C=N/NC(=O)c1cc(-c2ccccc2)nc2ccccc12
  ERK EGF block = -1%[57.5 µM]
CC(c1ccon1)N(C)C(=O)c1ccc(OC2CCN(C(=O)C3CC3)CC2)cc1 (stereo not drawn)
  ERK EGF block = -5%
CCCC(=O)Nc1c2c(nn1-c1ccc(OC)cc1)CS(=O)C2 (stereo not drawn)
  ERK EGF block = -2%
Cc1ccc2cc(CN(C)S(C)(=O)=O)c(=O)[nH]c2c1
  ERK EGF block = 6%[57.5 µM]
CCCC(=O)N(c1ccc(C(=O)O)cc1)c1nc(-c2ccccc2)c(C)s1
  ERK EGF block = ?
O=C(Cc1ccccc1)c1c[nH]c(C(=O)NC2CCCC2)c1
  ERK EGF block = -1%
COc1cccc2cc(-c3csc(NC(=O)CCC(=O)NCCCN4CCC(C)CC4)n3)c(=O)oc12
  ERK EGF block = 0%[57.5 µM]
Cc1ccc(-n2[nH]c(C)c(C=Nc3ccc(S(=O)(=O)N4CCOCC4)cc3)c2=O)c(C)c1
  ERK EGF block = -2%
Nc1nc(SCC(=O)N2CCOCC2)n[nH]1
  ERK EGF block = -3%
Cc1c(Br)c([N+](=O)[O-])nn1CCCC(=O)NC(C)c1ccccc1 (stereo not drawn)
  ERK EGF block = -11%

CN1C(=O)C(Cc2c[nH]c3ccccc23)NC1=S (stereo not drawn)
  ERK EGF block = -20%
COc1ccc(/C=C/C(=O)N2CCCc3ccccc32)cc1
  ERK EGF block = 13%
COC(=O)c1ccccc1NC(=O)CSc1nc2ncccc2[nH]1
  ERK EGF block = 1%
O=C1OC(c2ccc(F)cc2)=C/C1=C\c1ccc([N+](=O)[O-])o1
  ERK EGF block = -2%
O=C(O)C/C(=C\c1ccc(Cl)cc1)c1nc2ccccc2o1
  ERK EGF block = -11%
COC(=O)CNC(=O)c1cc(-c2ccncc2)nc2c(C)c(Cl)ccc12
  ERK EGF block = -14%
CC(=O)N1N=C(c2ccc(C)cc2)CC1c1ccco1 (stereo not drawn)
  ERK EGF block = 9%
CCC(C)NC(=O)c1[nH]c(C)c(C(=O)OC)c1C (stereo not drawn)
  ERK EGF block = 0%
O=C(Nc1ccccn1)c1nc(-c2ccccc2)n(-c2ccccc2)n1
  ERK EGF block = 26%
N/C(=N\OCc1ccccc1)c1nonc1N
  ERK EGF block = -1%
COc1cc(CCC(=O)N2CCN(c3ncccn3)CC2)cc(OC)c1OC
  ERK EGF block = 5%
O=C(Nc1ccccc1C(=O)Nc1cccnc1)c1ccccc1
  ERK EGF block = -2%
CCCCCCCSc1nnc(-c2ccccc2N)c(=O)[nH]1
  ERK EGF block = 11%
NC(=O)c1snnc1-c1ccccc1
  ERK EGF block = 3%[57.5 µM]
O=C(N/N=C/c1ccc(OCC(=O)N2CCOCC2)cc1)c1ccccc1Cl
  ERK EGF block = -14%
CCOc1ccc(NC(=O)CSc2ccccc2N)cc1
  ERK EGF block = -2%
CNC(=S)Nc1ccc(N2CCN(c3ccc(C(F)(F)F)cn3)CC2)nc1
  ERK EGF block = 13%[57.5 µM]
C=CC(C1=CC(=O)C(OC)=C(OC)C1=O)c1ccccc1 (stereo not drawn)
  ERK EGF block = 35%[activator]
CCC(C)Sc1nnc(CSc2nc(C)cc(C)n2)n1C (stereo not drawn)
  ERK EGF block = -4%
NC(=O)CSCc1cccc(Br)c1
  ERK EGF block = 19%
Cc1cc(NC(=O)CCC(=O)N(CC(=O)NC2CCCC2)Cc2ccc3c(c2)OCO3)no1
  ERK EGF block = 5%
CC1=C(C(N)=O)C(c2cccs2)NC(=S)N1 (stereo not drawn)
  ERK EGF block = -3%
CCc1ccccc1NC(=S)N(Cc1ccc(C(=O)O)cc1)Cc1ccc(OC)c(OC)c1
  ERK EGF block = -6%[57.5 µM]
Cc1ccc(NC(=O)NC2=NN(c3ccccc3)C(=O)/C2=C2/CCCN2C)cc1
  ERK EGF block = 20%
OC(C#CCN1CCCC1)(c1ccccc1)c1cccc(F)c1 (stereo not drawn)
  ERK EGF block = -20%

Cc1ccc(N2C(=O)N(CC(=O)N3CCOCC3)C(=O)C2C)cc1 (stereo not drawn)
  ERK EGF block = 6%
S=c1[nH]nc(-c2cc(-c3ccccc3)n[nH]2)n1/N=C/c1ccccc1
  ERK EGF block = 1%[57.5 µM]
COc1c([N+](=O)[O-])c(=O)oc2ccccc12
  ERK EGF block = 4%
O=C1Cc2ccccc2C(c2ccc(Cl)cc2)N1 (stereo not drawn)
  ERK EGF block = -9%[57.5 µM]
CCc1nc2ccc(C(=O)Nc3ccc4c(c3)OCO4)cc2nc1CC
  ERK EGF block = 5%
CN(C)Cc1c(O)ccc2c1O/C(=C\C=C\c1ccccc1)C2=O
  ERK EGF block = ?
CCC(C)NS(=O)(=O)c1ccc(S(=O)(=O)N(CCc2ccc(OC)c(OC)c2)Cc2cccs2)cc1 (stereo not drawn)
  ERK EGF block = 4%
COc1cscc1C(N)=O
  ERK EGF block = -13%[57.5 µM]
Cc1ccc(-n2c(=O)c3c(n4cnnc24)-c2ccccc2CC32CCCCC2)cc1
  ERK EGF block = -1%
COc1ccc(C(=O)N2CCC3(CCCN(c4ccncc4)C3)CC2)cc1
  ERK EGF block = 5%
CCOC(=O)c1c(-c2ccccc2)csc1NC(=O)c1cc(S(=O)(=O)N2CCOCC2)ccc1C
  ERK EGF block = 8%
CS(=O)(=O)N1CCc2ccccc2C1
  ERK EGF block = -3%
COc1ccc(N2C(=O)C(=O)/C(=C(/O)c3ccc(C)cc3)C2c2cccnc2)cc1 (stereo not drawn)
  ERK EGF block = 0%
NS(=O)(=O)c1cccc(NC(=O)COC(=O)Cc2ccc(Cl)cc2)c1
  ERK EGF block = 5%
COc1ccc(/C=C/C(=O)OCC(=O)c2c(N)n(C)c(=O)n(C)c2=O)cc1
  ERK EGF block = -6%
CCOC(=O)C1(Cc2cccc(OC)c2)CCCN(Cc2ccc(NC(C)=O)cc2)C1 (stereo not drawn)
  ERK EGF block = 0%
CC(C)c1nnc(NC(=O)COc2ccccc2[N+](=O)[O-])s1
  ERK EGF block = 0%[57.5 µM]
CCCCCCCC/C=C\CCCCCCCC(=O)NCCCC(=O)O
  ERK EGF block = 2%
CN(C)CCCN(C(=O)CCc1ccccc1)c1nc2ccc(Br)cc2s1
  ERK EGF block = ?
CCO[C@H]1OC(C(=O)N2CCN(Cc3ccc4c(c3)OCO4)CC2)=C[C@@H](c2ccccc2)[C@@H]1CCCO
  ERK EGF block = -3%[57.5 µM]
O=[N+]([O-])c1cc(/C=N\O)ccc1Oc1ccc(F)cc1
  ERK EGF block = 2%
Cc1cc(Nc2cccc(F)c2)nc(NCc2ccccc2)n1
  ERK EGF block = -2%
CN(C)c1ccc(C(CC(=O)c2ccccc2)C2CCCCC2=O)cc1 (stereo not drawn)
  ERK EGF block = -2%
COc1ccc(CNc2nc(-c3ccoc3)nc3ccccc23)c(OC)c1
  ERK EGF block = 4%
Cc1ccc(NC(=O)c2c(-c3ccccc3)noc2C)nc1
  ERK EGF block = -3%

CCNC(=O)COC(=O)c1ccc(-c2nc3ccccc3s2)s1
  ERK EGF block = 4%
COc1ccc(OC(=O)C2CC(=O)N(c3ccc(C)cc3)C2)cc1 (stereo not drawn)
  ERK EGF block = -12%
CCCCn1cnc2c1c(=O)n(C)c(=O)n2C
  ERK EGF block = 1%
CCCCNCCCOc1ccc(C)cc1Br
  ERK EGF block = -12%
OCCCNC(=S)Nc1ccc2nccnc2c1
  ERK EGF block = -11%
CC1(C)C2CCC1(C)C(OC(=O)c1ccccc1C(=O)O)C2 (stereo not drawn)
  ERK EGF block = 16%[57.5 µM]
Cc1ccc(CN2CCN(Cc3c(C)nn(-c4ccc(F)cc4)c3C)CC2CCO)o1 (stereo not drawn)
  ERK EGF block = 11%
C=CCOC(=O)C1=C(C)OC(N)=C(C#N)C1c1ccc(OC)c(CSc2ccccn2)c1 (stereo not drawn)
  ERK EGF block = 1%
O=C(NCCN1C(=O)S/C(=C\c2cccs2)C1=O)[C@H](Cc1ccccc1)N1C(=O)c2ccccc2C1=O
  ERK EGF block = -3%
O=S(=O)(c1ccccc1)N1CCC2(CC1)CN(c1ccccc1)C2
  ERK EGF block = -3%
COc1ccc(/C=C(/NC(=O)c2ccccc2)c2nc3ccc(Cl)cc3[nH]2)cc1OC
  ERK EGF block = -3%
Cc1cc(=O)oc2cc(OCCSc3nnc(-c4ccccc4)o3)ccc12
  ERK EGF block = 5%
CCCc1nnc(NC(=O)CCC(=O)N2CCN(S(=O)(=O)c3ccc(C)cc3)CC2)s1
  ERK EGF block = ?
CCc1c2c(nc3cccc(OC)c13)OC(CC)C2 (stereo not drawn)
  ERK EGF block = -2%
Cc1cccc(NC(=O)c2ccc(-c3ccccc3[N+](=O)[O-])o2)c1
  ERK EGF block = -6%

Part of the list above in another layout.
SMILES | ERK EGF block
CCNC(=O)COC(=O)c1ccc(-c2nc3ccccc3s2)s1 | 4%
COc1ccc(OC(=O)C2CC(=O)N(c3ccc(C)cc3)C2)cc1 (stereo not drawn) | -12%
CCCCn1cnc2c1c(=O)n(C)c(=O)n2C | 1%
CCCCNCCCOc1ccc(C)cc1Br | -12%
OCCCNC(=S)Nc1ccc2nccnc2c1 | -11%

Not all compounds are listed, so the mix of outcomes need not match the whole.
